Compound activity from PubChem BioAssay.
WRN inhibitor – inhibitors of human WRN helicase. WRN helicase unwinding, fluorescent forked duplex, kinetic. Potency, µM (top dose mostly 114 µM), without a hit: at the top dose activity change, negative = inhibition, actives largely listed as inhibitors. 360,000 compounds, 0.46% hits; note: potency is the fitted concentration of half-maximal effect; % is set by controls: 0 for no effect and ±100 for the full control effect; nearly all actives have a fitted effect of over 55% in size
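WRN at 20 nM final was preincubated with compound for 15 min at room temperature; reaction started with 100 nM forked duplex oligonucleotide carrying fluorophore and quencher plus 2 mM ATP (final). Unwinding followed kinetically by red fluorescence (ex 525/em 598 nm).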
PI5P4K alpha inh – PI5P4K alpha (human) kinase inhibition; P48426; PI5P4Kalpha enzyme, ADP-Glo luminescence, 60 min; active compounds read low; max response, %; 330,000 compounds, 1.2% hits; active = max response of -50% or lower; inconclusive = between -30% and -50%; inactive = -30% or higher; note: value at the top dose of about 77 µM; % is set by controls: 0 for no effect and ±100 for the full control effect
Target sequence (P48426 whole entry, looked up): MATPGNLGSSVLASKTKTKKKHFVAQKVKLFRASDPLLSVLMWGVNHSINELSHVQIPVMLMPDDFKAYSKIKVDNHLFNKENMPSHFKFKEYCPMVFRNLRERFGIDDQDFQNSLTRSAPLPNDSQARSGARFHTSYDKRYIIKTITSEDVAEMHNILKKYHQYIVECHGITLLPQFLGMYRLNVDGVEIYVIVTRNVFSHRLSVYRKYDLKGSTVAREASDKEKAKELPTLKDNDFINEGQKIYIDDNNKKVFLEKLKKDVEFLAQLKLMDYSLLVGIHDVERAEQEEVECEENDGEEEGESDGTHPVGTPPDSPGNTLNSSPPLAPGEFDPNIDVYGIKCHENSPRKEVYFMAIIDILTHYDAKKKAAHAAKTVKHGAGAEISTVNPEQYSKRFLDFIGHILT
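ADP-Glo luminescence end-point read after a 60 min room-temperature kinase reaction of PI5P4Kalpha plus substrate, initiated with ATP at 5 microM final. Buffer: 0.038 M HEPES pH 7.4, EGTA, 0.1% CHAPS, 5% DMSO.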
FUS yeast rescue – rescues growth of FUS-expressing yeast | S. cerevisiae FUS-expressing, growth rescue, OD600, 24 h | AID 1347120 | Potency, µM (doses to about 76.6 µM), for the others: at the highest dose growth rescue (activation), hits mostly activators | 390,000 compounds, 0.24% hits;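 note: potency is the fitted concentration of half-maximal effect; plate controls were DMSO vehicle for no effect and reference control for full effect; nearly all actives have a fitted effect of over 55% in size; some results filed as inactive show a strong effect at the top dose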
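Yeast expressing FUS under galactose induction, OD 0.005 in 2% galactose medium; compounds in a dilution series, 24 h at 30C. Growth rescue by absorbance at 600 nm; CP55940 positive control, DMSO negative.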
aSyn rescue – rescues yeast growth from alpha-synuclein toxicity. Yeast expressing alpha-synuclein, growth rescue, BacTiter-Glo, 24 h. Potency, µM (titrated, usually from 46.1 µM), without a hit: at the top dose growth rescue (activation), hits mostly activators. 370,000 compounds, 0.14% hits; note: potency is the fitted concentration of half-maximal effect; % of control where 0% means no effect; nearly all actives have a fitted effect of over 65% in size
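Galactose-induced alpha-syn yeast (OD600=0.02, raffinose-pregrown) + pinned cpd, 24 hr, 30 deg C; growth by BacTiter-Glo luminescence. Growth restoration scores as activation.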
Abeta yeast res – compounds reversing amyloid beta toxicity in yeast | Potency, µM (highest dose often 46.1 µM), without a hit: at the top dose growth rescue, hits mostly activators | yeast expressing A-beta42, growth rescue, OD600, 48 h; response scale: 0% DMSO, 100% iron-clioquinol control | AID 1347071 | 410,000 compounds, 0.063% hits; note: potency is the fitted concentration of half-maximal effect; nearly all actives have a fitted effect of over 55% in size
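Growth rescue measured by 600 nm absorbance after 48 h yeast culture at 30 C with compound. Values normalized between DMSO and an equimolar ferric chloride plus clioquinol control.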
IL2 activator – activators of IL-2; 360,000 compounds, 0.065% hits; AID 652025; activation, % (series mostly up to about 46 µM); IL-2 activation reporter assay, cell-based qHTS; stimulated with anti-CD3/CD4/CD28 beads; in transgenic mouse T cells; in the data active = activation above about 50%; inconclusive = mostly about 30% to 49%; note: 0% is about no effect
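Readout: EGFP and DsRed signals by fluorescent plate cytometry. Unstimulated transgenic mouse T cells received compound 60 min before antibody-bead stimulation, then incubated 18 h at 37 degrees C.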
EPAC1 antag – EPAC1 (human) antagonism | O95398 | EPAC1 GEF assay, Rap1b-BODIPY-GDP exchange fluorescence | AID 720709 | 360,000 compounds, 0.14% hits | Potency, µM (titrated, usually from 115 µM), for inactives: top-dose activity change, negative = inhibition, hits mostly inhibitors;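 note: potency is the fitted concentration of half-maximal effect; plate controls were vehicle for no effect and positive control for full effect; nearly all actives have a fitted effect of over 50% in size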
EPAC1 ag – EPAC1 (human) agonism; 360,000 compounds, 0.073% hits; EPAC1 agonist qHTS, biochemical assay; response scale: 100% = response to 6.5 mM cAMP; Potency, µM (doses to about 154 µM), without a hit: at the top dose activation, usual class: activators; note: potency is the fitted concentration of half-maximal effect; nearly all actives have a fitted effect of over 60% in size
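Normalized to 6.5 mM cAMP, activity reflects EPAC1-catalysed release of BODIPY-GDP from Rap1B, followed kinetically over 30 min at 480 nm excitation, 540 nm emission. Reaction contained 100 nM EPAC1, 250 nM Rap1B-BODIPY-GDP, 50 uM GDP.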
PLK1 PBD block – inhibitors of human PLK1 polo-box domain binding; AID 720504; P53350; Plk1 PBD binding of FITC phosphopeptide, fluorescence polarization; Potency, µM, for inactives: max response, negative = inhibition, usual class: inhibitors; 360,000 compounds, 2.8% hits; note: potency is the fitted concentration of half-maximal effect; series mostly up to about 57 µM; % is set by controls: 0 for no effect and ±100 for the full control effect; nearly all actives have a fitted effect of over 65% in size
Target sequence (P53350 whole entry, looked up, the tested form may be a part): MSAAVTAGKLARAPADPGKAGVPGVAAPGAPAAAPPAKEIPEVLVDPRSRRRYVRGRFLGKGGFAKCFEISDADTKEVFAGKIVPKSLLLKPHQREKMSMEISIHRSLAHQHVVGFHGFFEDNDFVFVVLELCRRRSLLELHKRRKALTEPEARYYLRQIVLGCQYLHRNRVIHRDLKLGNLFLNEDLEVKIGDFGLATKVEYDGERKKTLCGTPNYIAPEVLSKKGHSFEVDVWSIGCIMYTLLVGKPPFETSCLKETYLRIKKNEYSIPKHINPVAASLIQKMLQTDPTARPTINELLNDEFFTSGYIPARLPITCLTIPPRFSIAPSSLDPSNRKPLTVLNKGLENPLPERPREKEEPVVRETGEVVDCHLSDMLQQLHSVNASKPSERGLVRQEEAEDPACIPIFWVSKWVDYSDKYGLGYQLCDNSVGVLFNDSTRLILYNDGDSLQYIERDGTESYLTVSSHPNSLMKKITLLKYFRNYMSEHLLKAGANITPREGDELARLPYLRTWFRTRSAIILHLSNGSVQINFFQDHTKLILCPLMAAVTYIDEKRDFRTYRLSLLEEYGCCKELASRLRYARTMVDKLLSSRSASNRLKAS
* hit, by the source's call; ? = inconclusive; / = no result given; [ ] = remark or other dose. Unless noted, calls come from the whole dose curve; as a rule, active = well fitted curve in the direction sought with a large enough effect; inconclusive = small, poorly fitted or top-dose-only effect, or another doubt; inactive = no such curve, though single readings can be large; an effect the other way counts as inactive or inconclusive.

The first 2 records (preview)
SMILES	PI5P4K alpha inh	EPAC1 ag	EPAC1 antag	PLK1 PBD block	WRN inhibitor	FUS yeast rescue	IL2 activator	Abeta yeast res	aSyn rescue
CCCn1c(N)c(C(=O)COC(=O)c2cccc(S(=O)(=O)N3CCOCC3)c2)c(=O)[nH]c1=O	-0.5	4.5%	-19.2%	-9.8%	3.7%	1.2%	-0.4	-5.7%	-5.5%
O=C(CC1C(=O)NCCN1Cc1ccccc1)NCCC1=CCCCC1 (configuration not stated)	-0.8	-2.1%	11.9%	-11.2%	3.5%	19.1%	-3.3	-5.4%	-0.2%

All compounds of this part, repeating the preview:
SMILES	PI5P4K alpha inh	EPAC1 ag	EPAC1 antag	PLK1 PBD block	WRN inhibitor	FUS yeast rescue	IL2 activator	Abeta yeast res	aSyn rescue
CCCn1c(N)c(C(=O)COC(=O)c2cccc(S(=O)(=O)N3CCOCC3)c2)c(=O)[nH]c1=O	-0.5	4.5%	-19.2%	-9.8%	3.7%	1.2%	-0.4	-5.7%	-5.5%
O=C(CC1C(=O)NCCN1Cc1ccccc1)NCCC1=CCCCC1 (configuration not stated)	-0.8	-2.1%	11.9%	-11.2%	3.5%	19.1%	-3.3	-5.4%	-0.2%
COc1ccc(/C=C/C(=O)NCc2cccnc2)cc1	2.3	1.7%	4.3%	0.1%	-4.1%	-7.0%	0.5	3.8%	-0.1%
Cc1cccc(OCCOc2ccccc2C=C(C#N)C#N)c1	16.2	-1.4%	-12.4%	-5.7%	-30.7%	/	1.3	-15.9%	17.2%
O=C(NC1CCCCC1)c1ccc(-c2ccccc2F)o1	-10.6	5.5%	-4.0%	-1.6%	-14.1%	/	-3.9	-16.0%	0.8%
Cc1ccc(OCCC(=O)N(Cc2ccccc2)c2c(N)n(Cc3ccccc3)c(=O)[nH]c2=O)cc1	-5.3	0.3%	-20.5%	-9.3%	1.5%	/	0.2	0.0%	-1.7%
Cc1cc(C)n2c(Nc3ccc4c(c3)OCCO4)c(C(C)C)nc2n1	2.0	-6.7%	3.7%	-5.3%	2.3%	1.1%	0.1	-7.1%	-5.2%
C/C(=N\NC(=O)CNc1cccc2ccccc12)c1ccc(Br)s1	10.6	-0.6%	17.2%	-2.1%	-5.3%	35.5%	0.8	7.2%	-5.7%
CCN(CC)CCN1C(=O)C(O)=C(C(=O)c2cc3cccc(OC)c3o2)C1c1cccs1 (configuration not stated)	-3.4	12.9%	?	-18.1%	12.8%	16.2%	0.0	12.9%	7.9%
CCOc1ccccc1C(=O)NC(C(=O)NCc1ccc(F)cc1)C(C)C (configuration not stated)	-1.3	-2.1%	9.3%	0.3%	-0.3%	12.8%	-2.7	8.2%	5.5%
CC(C)C(C(=O)C=[N+]=[N-])N1C(=O)c2ccccc2C1=O (configuration not stated)	-2.6	3.4%	19.7%	-4.3%	8.5%	4.5%	0.1	10.9%	-0.7%
CCCN(Cc1nnc(-c2cccs2)o1)C(=O)c1cccc(S(=O)(=O)N2CCOCC2)c1	-6.4	10.8%	4.1%	-0.2%	-0.6%	/	-3.0	-3.8%	-3.0%
COc1ccc(CC(N)c2csc(NC(=O)c3ccc(F)cc3)n2)cc1 (configuration not stated)	23.2	2.6%	-0.4%	-1.5%	1.6%	39.9%	-0.7	9.2%	4.2%
CCC(CC)C(=O)NN(C(=O)c1ccncc1)C1CC(=O)N(c2ccccc2)C1=O (configuration not stated)	3.7	10.3%	10.5%	-11.4%	-8.0%	8.0%	-0.3	3.2%	0.1%
Cc1cc(NC(=O)c2ccc(Cl)cc2)n(CCC#N)n1	0.3	6.6%	-11.3%	-13.7%	3.2%	0.3%	-0.7	2.8%	2.6%
COc1cc(=O)[nH]c(=O)n1C(=O)Cc1ccccc1	-54.9*	3.6%	0.5%	2.99µM*	-27.2%	25.2%	0.6	1.4%	-1.7%
COC(=O)c1ccsc1NC(=O)CS(=O)(=O)c1ccccc1	-8.0	3.7%	-19.3%	-19.0%	?	24.7%	1.1	-3.4%	-0.2%
CCc1c(C)nc2[nH]nc(-c3ccccc3C)n2c1=O	-9.3	10.2%	-13.0%	-10.1%	-14.2%	16.7%	-3.0	23.6%	-0.6%
CCOC(=O)c1c(S(=O)(=O)N2CCc3ccccc32)c(C)n(C)c1C	-6.4	-0.7%	22.8%	-4.7%	1.1%	6.0%	-1.2	-5.6%	?
CCN(CC(=O)Nc1c(F)cccc1F)C(=O)CCc1ccc(OC)cc1	-3.6	-5.1%	11.3%	-0.7%	10.6%	10.7%	0.9	3.7%	5.5%
COc1ccc(Cc2nc3ccc(C(=O)N4CCC(N(C)C)C4)cc3o2)cc1 (configuration not stated)	6.8	1.6%	-4.7%	-1.2%	-19.4%	/	1.5	-1.5%	0.9%
Cn1cc(CN(CCCN2CCOCC2)C(=S)Nc2cccc(Cl)c2)c2ccccc21	11.5	19.3%	-0.6%	-9.5%	-34.2%[57.1 µM]	?	-0.6	14.6%	-0.1%
CC(=O)Nc1ccc(NC(=O)CSc2nnc(-c3ccco3)o2)cc1	3.0	7.4%	6.4%	-6.1%	7.0%	6.6%	0.5	2.3%	-1.4%
C=CCn1c(COc2ccccc2)nnc1SCC(=O)O	-13.7	-0.1%	6.3%	-4.3%	-27.1%	-20.0%	-4.6	1.2%[9.22 µM]	0.3%
CNC(=O)c1cc2c(=O)n3cccc(C)c3nc2n(C(C)C)c1=N	-3.6	-0.9%	0.0%	2.9%	3.2%	5.5%	0.8	9.9%	-1.5%
Cc1c(C)n(C)c2ccc(C(=O)NCCCN3CCN(C)CC3)cc12	1.3	-10.2%	4.7%	1.4%	-0.1%	4.2%	-2.2	4.1%	-0.1%
CCc1cccc(NC(=O)COc2ccccc2)c1	1.7	7.5%	-4.6%	3.2%	2.7%	-1.8%	-2.4	9.8%	1.4%
Cc1nccc2[nH]c(=O)c(C(=O)NC3CCCCC3C)cc12 (configuration not stated)	-1.4	0.5%	5.4%	-1.4%	-1.5%	7.6%	0.6	12.5%	-6.5%
O=c1[nH][nH]c(C(F)(F)F)c1C=Nc1ccccc1	-0.9	-4.2%	-0.1%	-1.6%	-17.2%	-24.5%	0.8	1.7%	0.3%
O=c1nc(-c2ccccc2)c2cc(Cl)ccc2[nH]1	/	5.9%	-2.6%	-14.7%	-27.8%	1.1%	3.0	4.7%	-5.1%
CN(C)CCN(C(=O)c1cccc(N2C(=O)CCC2=O)c1)c1nc2ccc(Br)cc2s1	8.8	5.9%	11.3%	0.2%	-11.8%	2.7%	-4.3	10.0%	1.6%
CCCCC(=O)Nc1cc(OC)c(NC(=O)C2CCCCC2)cc1OC	0.3	-2.5%	14.1%	-1.7%	10.3%	7.3%	-3.5	10.2%	-12.1%
CCCc1cc(=O)oc2c(C)c(OCC(=O)NCCN3CCOCC3)ccc12	-0.4	14.6%	-9.3%	-14.5%	?	-0.9%	-0.6	-4.9%	14.9%
N#CC(C#N)=C1c2cc(S(=O)(=O)NCCO)ccc2-c2ccc(S(=O)(=O)NCCO)cc21	-1.3	-2.0%	-6.0%	-28.6%	-6.7%	4.9%	3.2	22.9%	2.5%
COc1ccc(CNC(=O)CN(Cc2ccc(OC)cc2)C(=O)c2csnn2)cc1	-6.6	0.4%	-14.3%	1.6%	8.8%	-14.5%	-1.9	2.3%	7.1%
O=C(CNC(=O)c1cccc(F)c1)OCCOc1cccc(Cl)c1	-3.8	1.4%	6.4%	-3.7%	0.4%	4.3%	0.4	18.6%	8.4%
COc1ccc(NC(=O)COC(=O)c2ccc(N3CCCC3=O)cc2)cc1	1.0	11.9%	-3.4%	6.5%	5.8%	-19.2%	-0.4	24.1%	1.4%
CC[C@@H](C)[C@H](CN[C@H](CNC)[C@@H](C)O)NCCc1ccc(OC)cc1	11.7	-15.1%	-20.3%	-2.4%	-0.1%	-28.5%	0.9	9.0%	0.4%
Cc1ccc(NC(=O)C2CCN(S(=O)(=O)c3c(C)noc3/C=C/c3ccco3)CC2)nc1	2.3	6.5%	0.8%	-10.2%	-25.7%	/	0.5	7.1%	-5.0%
CC(C)(C)c1ccc(C(=O)NNC(=O)C(=O)N2CCCCC2)cc1	/	3.8%	10.2%	-4.8%	-0.1%	16.0%	0.4	3.4%	10.9%
CC1(C)CC(=O)C2=C(C1)OC(N)=C(C#N)C21CCN(C(=O)OCc2ccccc2)CC1	/	21.4%	-1.2%	-0.1%	-15.4%	1.2%	-0.8	7.9%	2.0%
COc1cccc(CN(C)C(=O)C23CC4CC(CC(NC(C)=O)(C4)C2)C3)c1OC	2.9	6.7%	3.8%	-0.5%	0.7%	3.2%	-5.0	3.1%	0.4%
Cc1ccc(CSC2=NCCN2C(=O)c2ccc([N+](=O)[O-])cc2)cc1	1.0	1.7%	13.1%	-10.9%	2.0%	6.2%	-0.4	5.3%	-1.8%
CS(=O)(=O)N1CCC(Oc2cccc(C(=O)NCCCOc3cccnc3)c2)CC1	0.6	-6.1%	1.8%	-3.0%	-1.1%	18.4%	0.4	9.1%	-0.3%
Cc1ccc(CNc2ccc(N3CCOCC3)c(Cl)c2)cc1	5.2	0.6%	-20.5%	-6.6%	-7.7%	5.8%	-0.6	15.4%	1.5%
CC(=O)O/N=C(\N)c1ccc(-c2csnn2)cc1	2.5	2.7%	?	-4.2%	-16.3%	15.7%	1.4	-21.8%	-0.9%
Cc1cc(C)c2c(=O)cc(C(=O)NCc3ccccc3)oc2c1	5.2	0.9%	?	-6.3%	-13.6%	13.5%	-0.9	-10.0%	-4.2%
CNc1nc(-c2ccccc2)[n+](-c2ccc(C)cc2)s1	-99.1*	-1.9%	1.2%	1.5µM*	50.1µM*	5.2%	-2.3	-28.1%	-8.9%
CC1CCN(C(=O)C2COc3ccccc3O2)CC1 (configuration not stated)	-3.4	-9.2%	-6.4%	1.8%	10.7%	1.7%	0.5	10.9%	1.8%
Cc1cccc(S(=O)(=O)NC(Cc2c[nH]c3ccccc23)C(=O)O)c1 (configuration not stated)	3.2	-4.2%	2.3%	1.1%	7.3%	/	-0.6	0.0%	-1.1%
